From PubChem BioAssay
esBAF inh = SWI/SNF esBAF complex inhibition | mouse ES cells, Bmi1-luciferase knock-in reporter, 24 h; 100% = twice the neutral-well signal | reporter increase, % at 12.5 µM | 350,000 tested, 2% active | AID 602393; in the data active means activation above about 40%;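 further: 0% = median of the plate's neutral control wells and 100% = double that signal; a rise in the Bmi1 reporter signal indicates esBAF inhibition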
C2C12 statin = suppression of simvastatin myotoxicity; C2C12 myotubes + simvastatin, ATP luminescence, 48 h; scaled: DMSO 0, geranylgeraniol control 100; rescue of ATP level, % at 7.49 µM; 330,000 tested, 0.78% active; AID 602340;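 active means mean ATP rescue above about 67%, or every replicate alone reaching that limit, limit read from the data, passing the limit was not always enough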;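 further: myotubes were challenged with 10 µM simvastatin during compound exposure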
CASP6 VEID inh = caspase-6 (human) enzyme inhibition; P55212; purified caspase-6, Z-VEID-R110 cleavage fluorescence; inhibition, % at 12.5 µM; 350,000 tested, 0.53% active; AID 686996;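 active means mean inhibition across replicates at least about 35%, with every replicate also reaching that limit, limit read from the data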;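 further: 0% = median of neutral control wells and 100% = no fluorescence left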
Target sequence (P55212 24-179 limits assumed): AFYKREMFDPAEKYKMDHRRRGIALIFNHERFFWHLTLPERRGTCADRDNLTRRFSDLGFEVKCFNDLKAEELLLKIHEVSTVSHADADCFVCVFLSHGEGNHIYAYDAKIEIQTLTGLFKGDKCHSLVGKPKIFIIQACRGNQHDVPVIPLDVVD
Target sequence (P55212 194-293 limits assumed): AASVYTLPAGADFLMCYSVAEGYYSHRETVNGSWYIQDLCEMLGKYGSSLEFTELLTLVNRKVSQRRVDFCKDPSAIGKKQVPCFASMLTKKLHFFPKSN
SIRT5 inh = inhibitors of human sirtuin-5 desuccinylase; Q9NXA8; Purified SirT5, succinyl-peptide AMC, trypsin-coupled fluorescence; inhibition, % at 15 µM; AID 652115; 330,000 tested, 1.1% active; in the data active means inhibition above about 15%
Target sequence (Q9NXA8 whole entry, looked up): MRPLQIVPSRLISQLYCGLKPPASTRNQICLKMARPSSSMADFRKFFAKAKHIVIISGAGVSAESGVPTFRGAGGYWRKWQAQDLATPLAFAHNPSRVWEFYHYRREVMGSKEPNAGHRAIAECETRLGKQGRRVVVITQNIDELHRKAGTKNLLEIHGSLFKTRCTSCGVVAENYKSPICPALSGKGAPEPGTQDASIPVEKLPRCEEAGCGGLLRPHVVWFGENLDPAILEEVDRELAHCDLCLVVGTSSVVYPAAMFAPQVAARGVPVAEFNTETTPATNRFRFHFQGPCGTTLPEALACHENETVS
S100A4 inh HTS = S100A4-myosin IIA interaction inhibition; P26447; AID 652163; inhibition, % at 10.7 µM; 360,000 tested, 0.14% active; S100A4/TAMRA-MyoIIA peptide fluorescence polarization;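 active means mean inhibition of at least 70% across replicates, with every replicate also reaching that level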
Target sequence (P26447 whole entry, looked up): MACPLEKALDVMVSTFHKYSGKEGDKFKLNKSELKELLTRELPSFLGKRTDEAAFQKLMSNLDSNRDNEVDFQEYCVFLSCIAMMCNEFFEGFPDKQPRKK
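Material: S100A4 monomer protein / Buffer or medium: 50 mM HEPES pH 7.2, 10 mM CaCl2, 100 mM KCl / Times: 5 min incubation before reading / Benchmarks: neutral control DMSO, positive control TFP / Reagent: labelled myosin peptide probe, 5 nM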
FN deposit inh = fibronectin deposition inhibition | AH1F fibroblasts, Alexa488-fibronectin deposition fluorescence, overnight | inhibition, % at 12.6 µM | 350,000 tested, 0.086% active | AID 743247;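 active means mean inhibition across replicates of 30% or more, regardless of how many single replicates reach that level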;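 further: positive control wells lacked labelled fibronectin entirely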
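Material: AH1F fibroblasts assembling fluorescent fibronectin matrix; amount: 10000 AH1F cells/well; medium: DMEM, 2% serum; reagent: Alexa488-fibronectin, 24 nM final in well; dosing: single compound dose, delivered by pin transfer; incubation: 1 h adhesion, overnight exposure; detection: fluorescence after three HBSS washes, excitation 485 nm, emission 525 nm; measure: fibronectin deposition inhibition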
LGR2 antag = inhibitors of bursicon-induced Drosophila LGR2 receptor cAMP signaling; HEK293 LGR2, CRE-luciferase, bursicon-stimulated, 4 h; inhibition, % at 9.99 µM; 380,000 tested, 0.35% active; AID 720647;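 active means drop in luminescence signal, shown as inhibition above about 50% in the replicate tests, limit read from the data, passing the limit was not always enough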;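 further: agonist challenge used bursicon conditioned medium at about half maximal strength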
Numbers without * were called inactive; · = not tested or not shown. These rows are one share of the data; count on the stated rates, not on these rows.

mol	esBAF inh	C2C12 statin	CASP6 VEID inh	SIRT5 inh	S100A4 inh HTS	FN deposit inh	LGR2 antag
CC1CC(=O)c2cnc(NCc3ccco3)nc2C1 (configuration not stated)	5	6	3	-1	-1	-6	-16
COc1ccc(OCC(=O)N2CCN(C(=O)c3cccc(F)c3)CC2)cc1	-9	16	·	·	·	·	-3
COCCNC(=O)/C(C#N)=C/C=C/c1ccccc1	9	1	-3	3	0	·	-17
Cc1noc(C)c1NC(=O)N(C)C[C@H]1Oc2ccc(NC(=O)Nc3ccccc3)cc2CC(=O)N([C@@H](C)CO)C[C@H]1C	7	-13	-2	-4	11	-5	6
COC(=O)c1c(NC(=O)CSc2ncn[nH]2)sc(C)c1C	7	1	-2	-4	-14	-2	-13
C[C@@H]1CCCCO[C@@H](CN(C)CC2CC2)[C@@H](C)CN([C@H](C)CO)C(=O)c2cc(NC(=O)Nc3ccccc3)ccc2O1	-1	·	4	3	3	·	12
O=C(CCCN1C(=O)/C(=C/c2ccccc2Cl)SC1=S)NNC(=O)c1cccnc1	·	·	-1	-1	-4	2	-7
O=C(/C=C/c1c(Cl)cccc1Cl)N1CCOCC1	3	3	1	-2	-1	-7	-4
Cc1cccc(-c2ccccc2[C@H]2[C@@H](C#N)N(c3ncc(-c4ccccc4)s3)[C@H]2CO)c1	·	·	3	-7	14	-8	8
Cc1ccc(CCNC(=O)Cc2ccc(NC3=NC4CS(=O)(=O)CC4S3)cc2)cc1 (configuration not stated)	-3	-2	-1	-4	-1	4	6
CCC(=O)N1c2ccc(S(=O)(=O)CCC(=O)N3CCN(c4ccccc4F)CC3)cc2CC1C (configuration not stated)	-9	-13	0	-2	-3	4	12
CCOC(=O)c1c(C)[nH]c(C(=O)CN2C(=O)NC(C)(c3ccc4ccccc4c3)C2=O)c1C (configuration not stated)	-5	-24	·	·	·	-10	-6
O=C(CN1CCN(Cc2ccc3c(c2)OCO3)CC1)Nc1cc(S(=O)(=O)N2CCCC2)ccc1Cl	·	·	-2	·	2	·	2
CO[C@@H]1CN(C)C(=O)c2ccc(NC(=O)c3ccccc3)cc2OC[C@@H](C)N(C(=O)C2CC2)C[C@H]1C	·	·	5	3	-1	4	6
O=C(NC1CCCC1)c1ccc(COc2ccccc2Br)o1	·	·	11	-1	-2	-1	-5
CCCCc1c(O)nc2ccccn2c1=O	·	·	-7	0	3	1	-2
COc1ccc(OC)c(NC(=O)CCNS(=O)(=O)c2cccs2)c1	3	8	·	·	·	0	·
Cc1nnc(SCCC(=O)Nc2ccc(Cl)cc2)o1	-1	16	1	-1	-5	-2	15
COc1nc(Nc2ccccc2)nc(OC)n1	5	1	1	0	4	1	-3
COc1ccc(CN2C[C@@H](C)[C@@H](OC)CN(C)C(=O)c3ccc(NC(C)=O)cc3OC[C@H]2C)cc1	-2	5	-7	-2	-1	-8	-5
Cn1c(=O)c2c(nc(-n3ccnc3)n2Cc2ccc([N+](=O)[O-])cc2)n(C)c1=O	-4	8	·	·	·	·	7
CC(=O)c1c(C)[nH]c(C(=O)CSc2nnc(C)s2)c1C	·	·	1	-3	-15	-8	-22
CCOC(=O)c1cc(C(=O)c2cc(Cl)ccc2O)coc1=N	·	·	2	12	-3	-16	-10
Cc1ccc(S(=O)(=O)c2cn(C)c3cc(N4CCN(C)CC4)c(F)cc3c2=O)c(C)c1	1	0	2	-8	0	10	-7
Cc1ccc(NC(=O)C2=CC(c3cccs3)=NS(=O)(=O)N2C)cc1	-6	11	-2	-7	5	-5	-24
CC1(C(=O)NCc2ccccc2)Cc2c(-c3cccc(C(N)=O)c3)ccnc2O1 (configuration not stated)	-15	-30	-1	·	-3	7	-20
CC(C)CC(=O)Nc1cc2c3c(c1)CCN3C(=O)CC2	-2	8	-9	-1	-4	12	7
Cc1cc(=O)n2c(nc3ccccc32)s1	15	0	4	·	-1	1	-45
CN1CCN(C(c2cccc(C(F)(F)F)c2)c2nnnn2C(C)(C)C)CC1 (configuration not stated)	-10	6	·	·	·	·	-25
C[C@@H]1CN([C@@H](C)CO)C(=O)c2cc(C#Cc3cccnc3)cnc2O[C@H]1CN(C)C	8	1	1	-2	11	4	-8

Full records, quoted from the list. Screens in order: esBAF inh, C2C12 statin, CASP6 VEID inh, SIRT5 inh, S100A4 inh HTS, FN deposit inh, LGR2 antag
`CC(C)CC(=O)Nc1cc2c3c(c1)CCN3C(=O)CC2` across the screens: -2, 8, -9, -1, -4, 12, 7
`COc1ccc(OC)c(NC(=O)CCNS(=O)(=O)c2cccs2)c1` across the screens: 3, 8, ·, ·, ·, 0, ·
`CCOC(=O)c1cc(C(=O)c2cc(Cl)ccc2O)coc1=N` across the screens: ·, ·, 2, 12, -3, -16, -10

(more compounds)
mol	esBAF inh	C2C12 statin	CASP6 VEID inh	SIRT5 inh	S100A4 inh HTS	FN deposit inh	LGR2 antag
COc1ccc2c3c(n(C)c2c1)[C@H](CO)N(C(=O)Cc1ccccn1)CC31CCN(C)CC1	·	·	1	·	4	6	25
CCOC(=O)C1(C)NC(c2ccc(O)cc2)C2C(=O)N(c3ccccc3)C(=O)C21 (configuration not stated)	-2	-13	2	1	-7	5	-12
CCOc1ccc(NC(=O)CN(C)C(=O)c2cc([N+](=O)[O-])ccc2N2CCOCC2)cc1OCC	·	·	-1	-1	2	-10	-8
Cc1ccc(S(=O)(=O)N(C)C[C@H]2Oc3c(NC(=O)Nc4ccc5c(c4)OCO5)cccc3C(=O)N([C@H](C)CO)C[C@@H]2C)cc1	1	-2	-2	11	0	·	11
CSc1ccccc1C(=O)C1CCCN(C(=O)c2cccc(Cn3cccn3)c2)C1 (configuration not stated)	7	-2	-1	·	-8	7	23
COc1ccc(C(=O)NC(=O)COC(=O)c2ccc(C)o2)cc1	-6	-2	7	-3	-3	18	7
CCc1ccc(S(=O)(=O)Nc2c(C)n(C)n(-c3ccccc3)c2=O)cc1	-3	9	-2	-6	0	3	15
C[C@@H]1CN([C@@H](C)CO)C(=O)c2cc(NS(=O)(=O)c3cccs3)ccc2O[C@H]1CN(C)S(=O)(=O)c1ccccc1	2	11	-1	-2	4	·	-31
COc1cccc(NC(=O)C(OC(=O)/C=C/c2ccc3c(c2)OCO3)c2ccccc2)c1 (configuration not stated)	10	7	·	·	·	-1	·
COc1ccccc1N(C)S(=O)(=O)c1ccc(C(=O)OCC(=O)NCC(F)(F)F)cc1	·	·	0	-2	-17	-2	-30
O=C(NC1CCCC1)N1CC2(C1)[C@H](c1ccccc1)[C@H](CO)N2S(=O)(=O)Cc1ccccc1	·	·	-1	1	-3	2	7
O=C(Nc1ccc2c(c1)OCO2)Nc1ccccn1	·	·	0	-7	-3	1	-29
Cc1c(C(=O)Nc2c(C)n(C)n(-c3ccccc3)c2=O)oc2ccc(Cl)cc12	5	-8	-1	-6	-2	3	12
CS(=O)(=O)N1CCCC(C(=O)N2CCOCC2)C1 (configuration not stated)	-4	-5	5	2	1	·	-5
Cc1cc(C)cc(NC(=O)CCC(=O)Nc2nnc(C(F)(F)F)s2)c1	-4	-3	0	1	5	-3	11
COCC(=O)N(C)C[C@H]1Oc2cc(C#CCC3CCCC3)ccc2S(=O)(=O)N([C@@H](C)CO)C[C@H]1C	-3	-7	-2	4	-3	·	0
O=C(NCCN1CCC(n2c(=O)[nH]c3ccccc32)CC1)c1ccncc1	·	·	-5	1	0	0	-6
Cc1c(C(=O)NCC2COc3ccccc3O2)oc2ccc(S(=O)(=O)N3CCOCC3)cc12 (configuration not stated)	-1	-4	·	·	·	1	·
COCC#Cc1ccc2c(c1)O[C@@H](CN(C)CC1CC1)[C@@H](C)CN([C@@H](C)CO)S2(=O)=O	3	-7	-2	-1	2	-8	9
CCN(CC)CCOC(=O)c1cccc2c1-c1ccccc1C2O (configuration not stated)	·	·	-6	3	-5	-9	-3
C=CCn1c(-c2cccc(OCC)c2)n[nH]c1=S	1	-4	-6	3	4	10	·
CC(=O)CCCC(NS(=O)(=O)CCC(Cl)(Cl)Cl)c1ccccc1 (configuration not stated)	6	-2	2	·	-19	2	4
C=CCNC(=O)/C(=C\c1ccco1)NC(=O)c1ccco1	-4	-12	-3	2	0	-11	4
O=C(NCCN1CCOCC1)c1cc(-c2cccs2)nc2ccccc12	-3	5	2	-16	-2	4	0
COc1ccc(O)c(/C=N/N=C/c2cccc([N+](=O)[O-])c2)c1	32	10	0	-1	-4	2	-36
O=C(NCc1cccnc1)c1ccc(-c2cc3ccccc3oc2=O)cc1	·	·	2	-3	-1	6	-47
O=[N+]([O-])c1cccc(C2=NCCC(c3ccccc3)O2)c1 (configuration not stated)	6	2	-1	-7	4	-4	-10
CN(CC(=O)Nc1ccccc1Cl)C(=O)COC(=O)Cc1ccc(F)cc1	·	·	3	-7	-30	-7	2
CCc1ccc(N(CC(=O)NCCc2ccccc2)C(=O)CCC(=O)Nc2ccccn2)cc1	3	10	0	-2	-4	-3	3
COC(=O)C(Cc1ccccc1)NC(=O)CCNC(=O)c1ccco1 (configuration not stated)	4	0	-3	0	0	-6	-4
Cc1ncsc1C(=O)Nc1nc2c(s1)CC(C)CC2 (configuration not stated)	11	-26	·	·	·	-7	-14
COc1cc(C)ccc1S(=O)(=O)NC(=O)C1(C)CCN1C(=O)c1ccc(C2CCCCC2)cc1 (configuration not stated)	-6	6	0	2	3	-1	2
O=S(=O)(Nc1ccc2cn[nH]c2c1)c1ccccc1	0	-1	-4	0	1	-3	26
Cn1c(SCC(=O)NCc2ccc(F)cc2)nc2ccccc21	-5	-8	·	·	·	-2	·
COC(C(=O)Nc1cc([N+](=O)[O-])ccc1C)c1ccccc1 (configuration not stated)	·	·	-6	-3	-6	4	22
Cc1cccc(C)c1-n1c(SCC(=O)Nc2ccc(C(=O)O)cc2)nnc1-c1cccc(S(=O)(=O)N(C)C)c1	·	·	3	0	3	-5	-3
CCNC(=O)COc1cc(C)c(Br)c(C)c1	-3	-3	0	1	-3	·	6
CCC(=O)N[C@H]1C[C@@H]2O[C@H](CO)CC[C@@H]2O[C@@H]1CCc1ccc(-c2cccc(OC)c2)cc1	·	·	0	2	34	·	·
CCN(CC(=O)Nc1c(F)cccc1F)C(=O)c1cccc(S(=O)(=O)N2CCCc3ccccc32)c1	-8	2	1	-1	-13	-6	5
CO[C@@H]1CN(C)C(=O)c2ccc(NC(=O)c3cc(C)on3)cc2OC[C@@H](C)N(C(=O)C2CCC2)C[C@H]1C	-2	5	·	2	11	5	0
CC(C)CNC(=O)C(=O)Nc1cc2c3c(c1)C(C)C(=O)N3CCC2 (configuration not stated)	-5	2	2	0	-8	4	-3
COC(=O)c1cc2c(c3c4cc(OC)ccc4n(S(=O)(=O)c4ccc(OC)cc4)c13)C(=O)N(Cc1ccccc1)C2	·	·	2	·	-3	-1	-8
O=[N+]([O-])c1ccc(Cl)cc1N1CCCC1	7	5	0	-1	2	14	14
CC(C)(C)NC(=O)C(c1ccc(O)cc1)N(Cc1ccc2c(c1)OCO2)C(=O)CCl (configuration not stated)	3	5	1	-1	-2	8	2
CNC[C@@H]1Oc2ccc(NC(=O)C3CC3)cc2C(=O)N([C@@H](C)CO)C[C@H]1C	1	-6	1	-5	3	·	1
CC1(C)Cc2nc(N3CCCC3)c(C#N)cc2CO1	·	·	1	·	-3	·	-2
COCCCNc1nc2ccccc2nc1NS(=O)(=O)c1ccc(C)c(C)c1	-5	2	1	-4	0	-6	0
